# Screening results from PubChem.
# Rab9 promoter act – activates the Rab9 promoter; Huh7 Rab9 promoter-luciferase reporter, luminescence, 24 h; Potency, µM (top dose mostly 9.22 µM), for inactives: at the top dose activation, negative = inhibition, most hits filed as activators; 2.8% of 320,000 active; AID 485297; further: potency means the concentration at half of the fitted maximal effect; % of control where 0% means no effect; nearly all actives have a fitted effect of over 60% in size
#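 Quantitative HTS format; Huh7 Rab9-luciferase reporter cells (1500/well) receive compound 2 h post-plating, incubate 24 h at 37 °C, then get luciferase reagent for 10 min before luminescence reading.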
# PKM2 act – increases activity of human pyruvate kinase M2. P14618. purified PKM2, Kinase-Glo ATP luminescence, activation; response scale: 0% is enzyme alone, no compound. Potency, µM (titrated, usually from 57.5 µM), inactives show at the highest dose activation, actives largely listed as activators. 0.34% of 260,000 active. AID 1631; further: potency means the concentration at half of the fitted maximal effect; on the % scale 0 is the no-effect control and ±100 the full control effect; nearly all actives have a fitted effect of over 55% in size
# Target sequence (P14618 whole entry, looked up): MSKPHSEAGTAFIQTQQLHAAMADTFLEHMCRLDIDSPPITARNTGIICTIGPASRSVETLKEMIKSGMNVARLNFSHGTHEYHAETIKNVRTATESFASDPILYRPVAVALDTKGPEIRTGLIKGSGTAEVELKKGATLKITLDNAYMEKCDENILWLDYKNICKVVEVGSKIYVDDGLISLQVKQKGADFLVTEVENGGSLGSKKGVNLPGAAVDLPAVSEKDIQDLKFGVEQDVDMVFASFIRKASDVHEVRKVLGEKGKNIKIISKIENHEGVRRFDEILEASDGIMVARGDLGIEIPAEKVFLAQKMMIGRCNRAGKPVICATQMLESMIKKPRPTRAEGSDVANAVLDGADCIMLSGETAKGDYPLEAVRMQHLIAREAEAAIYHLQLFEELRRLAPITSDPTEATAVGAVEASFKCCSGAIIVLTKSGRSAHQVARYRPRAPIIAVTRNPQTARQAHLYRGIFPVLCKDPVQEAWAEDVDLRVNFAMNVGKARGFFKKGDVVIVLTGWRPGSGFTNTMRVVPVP
#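 hPK-M2, >95% pure; 0.1 mM ADP / 0.5 mM PEP final; imidazole pH7.2 buffer w/ 7 mM MgCl2, 50 mM KCl; 1 h RT; Kinase-Glo lum. Intermediate enzyme activity for dual inhibitor/activator qHTS.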
# p53 reactivator – restores transcriptional activity of mutant p53 | 0.063% of 320,000 active | H1299 p53-A138V BP100-luciferase reporter, luminescence, 24 h | Potency, µM (top dose mostly 92.2 µM), without a hit: at the top dose activity change, positive = activation, actives largely listed as activators; further: potency means the concentration at half of the fitted maximal effect; % of control where 0% means no effect; nearly all actives have a fitted effect of over 45% in size
#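 p53-null H1299 cells stably carrying temperature-sensitive p53-A138V and a BP100-luciferase reporter were pinned with compounds (4-point, 1:5 series) and held 24 hrs at 37 deg C. Luminescence was read 10 min after detection reagent.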
# NPC1 prom act – NPC1 promoter activation; Huh7 NPC1 promoter luciferase reporter, 24 h; Potency, µM (highest dose often 9.22 µM), inactives show top-dose activation, most hits filed as activators; 2.4% of 320,000 active;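 further: potency means the concentration at half of the fitted maximal effect; % of control where 0% means no effect; nearly all actives have a fitted effect of over 60% in size; reporter is driven by a mutant NPC1 promoter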
#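 Quantitative HTS used a cell-based reporter: Huh7 cells stably bearing the NPC1 promoter upstream of luciferase were treated with compounds for 24 h, and promoter activation was read as luminescence.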
# Menin-MLL TR inh – inhibitors of human menin-MLL interaction, mutant MLL peptide; 0.23% of 270,000 active; Potency, µM (titrated, usually from 61.6 µM), for inactives: at the highest dose FP activity change, negative = inhibition, hits mostly inhibitors; Menin + Texas Red MLL mutant peptide, fluorescence polarization; active means well fitted inhibition curve with a large enough effect in the polarisation, with a control signal flat, not every such curve was filed as active; inconclusive means small, poorly fitted or top-dose-only effect, or effect the other way, or a change in a side signal; inactive means no such curve, though single readings can be large or run the other way; the % refers to the polarisation; further: potency means the concentration at half of the fitted maximal effect; % of control where 0% means no effect; many of its hits are not listed in these tables
# RORg inh – blocks mouse ROR gamma transcriptional activity; Drosophila S2 Gal4-RORgamma UAS-luciferase reporter, 20 h; Potency, µM (highest dose often 53.6 µM), for inactives: at the top dose activity change, negative = inhibition, actives largely listed as inhibitors; 5.4% of 310,000 active; AID 2551; further: potency means the concentration at half of the fitted maximal effect; on the % scale 0 is the no-effect control and ±100 the full control effect; nearly all actives have a fitted effect of over 60% in size
# Target sequence (P51450 whole entry, looked up, the tested form may be a part): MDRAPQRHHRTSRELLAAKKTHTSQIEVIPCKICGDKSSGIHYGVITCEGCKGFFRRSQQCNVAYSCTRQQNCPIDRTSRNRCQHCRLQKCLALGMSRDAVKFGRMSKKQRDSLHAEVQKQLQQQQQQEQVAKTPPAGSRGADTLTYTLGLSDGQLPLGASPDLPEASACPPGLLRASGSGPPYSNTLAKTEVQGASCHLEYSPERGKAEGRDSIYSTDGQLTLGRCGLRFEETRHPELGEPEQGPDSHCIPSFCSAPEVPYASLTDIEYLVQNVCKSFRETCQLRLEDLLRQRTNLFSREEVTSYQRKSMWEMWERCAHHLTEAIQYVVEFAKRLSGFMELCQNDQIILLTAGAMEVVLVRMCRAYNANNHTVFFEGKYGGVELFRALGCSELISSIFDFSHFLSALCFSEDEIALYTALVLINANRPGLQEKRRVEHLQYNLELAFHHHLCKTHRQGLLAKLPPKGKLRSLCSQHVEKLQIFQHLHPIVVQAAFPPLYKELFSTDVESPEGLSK
#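 Read-out: Photinus luciferase luminescence; inhibitors lower reporter signal. Insect Schneider cells with Gal4-ROR gamma fusion under metallothionein promoter, UAS reporter; 700 uM final copper sulfate induction, 20 hr, ambient temperature.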
# Giardia killer – Giardia lamblia killing; activity change, % at 7.66 µM, hits read low; 0.15% of 340,000 active; Giardia lamblia trophozoite viability; in the data active means activity change below about -80%; inconclusive means between about -30% and that limit;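 further: parasites exposed to compound for two days anaerobically before the ATP read; on the % scale 0 is the no-effect control and ±100 the full control effect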
#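 Giardia lamblia trophozoites (100 cells/well) were incubated with compounds for 48 h at 37 deg C under anaerobic conditions. Viability was read as ATP content by one-step luminescence after 15-30 min at room temperature.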
# ELG1 genotox – induces genotoxicity in HEK293T cells with luciferase-tagged ELG1; HEK293T ELG1-luciferase reporter, luminescence, 16 h; Potency, µM (series often up to 46 µM), for inactives: at the highest dose activity change, positive = activation, hits mostly activators; 1.3% of 330,000 active; AID 504466; further: potency means the concentration at half of the fitted maximal effect; % of control where 0% means no effect; nearly all actives have a fitted effect of over 60% in size
#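 Cells (2,000/well) expressing the ELG1-luciferase fusion are dosed by pin tool and kept 16 hr at 37 °C, 5% CO2. Signal comes from ONE-Glo luciferase reagent after 30 min at room temperature.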
# BRCA1 expr act – BRCA1 expression activation; MCF7-BRCA1-FFLuc reporter, luminescence, 48 h; response scale: scaled: vehicle 0%, 10 µM genistein 100%; Potency, µM (doses to about 46.1 µM), inactives show top-dose activation, actives largely listed as activators; 1.1% of 380,000 active; further: potency means the concentration at half of the fitted maximal effect; nearly all actives have a fitted effect of over 80% in size; some results filed as inactive show a strong effect at the top dose
#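 MCF7-BRCA1-FFLuc cells, 2000/well in phenol-red-free MEM, attached 2 h then treated 48 h at 37 C. Luciferase luminescence read 15 min after reagent; normalized to genistein maximum activation (10microM) and DMSO, concentration-response fitted.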
# VP16 counter – inhibits Gal4-VP16 luciferase reporter, ROR gamma counter-screen. 3.5% of 310,000 active. Drosophila S2 Gal4-VP16 UAS-luciferase, luminescence, 20 h. Potency, µM (highest dose often 53.6 µM), for inactives: at the top dose activity, negative = inhibition, usual class: inhibitors;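 further: Gal4-VP16 expression switched on by copper sulfate through the metallothionein promoter; potency means the concentration at half of the fitted maximal effect; on the % scale 0 is the no-effect control and ±100 the full control effect; nearly all actives have a fitted effect of over 50% in size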
# FLuc modulator – counter-screen for miR-21 project: firefly luciferase inhibitors or activators. P08659. purified FLuc, Km substrates, luminescence inhibition. Potency, µM (highest dose often 57.5 µM), inactives show at the highest dose activity change, negative = inhibition, actives largely listed as inhibitors. 6.9% of 360,000 active. AID 588342;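 further: potency means the concentration at half of the fitted maximal effect; plate controls were vehicle for no effect and reference inhibitor for full effect; nearly all actives have a fitted effect of over 55% in size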
#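 Purified P. pyralis luciferase, 10 nM final, with Km-level 10 uM D-luciferin and 10 uM ATP in 50 mM Tris acetate pH 7.5, 10 mM Mg acetate, 0.01% Tween-20, 0.05% BSA; 6-point qHTS titration about 60 µM downward; luminescence read.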
# * marks the source's active call; other numbers are inactive results; ? = inconclusive; . = no result given; & = joins results of further samples; [ ] = remark or other dose. Unless noted, the call rests on the fitted dose curve; in most records, active means well fitted curve in the direction sought with a large enough effect; inconclusive means small, poorly fitted or top-dose-only effect, or another doubt; inactive means no such curve, though single readings can be large; an effect the other way counts as inactive or inconclusive. An excerpt. The share of hits here may be higher or lower than overall.
SMILES,Rab9 promoter act,PKM2 act,p53 reactivator,NPC1 prom act,Menin-MLL TR inh,RORg inh,Giardia killer,ELG1 genotox,BRCA1 expr act,VP16 counter,FLuc modulator
O=C1NC(=O)C2(COC3(CCCC3)OC2)S1,0%,0%,3%,-4%,3%,-13%,-10,-2%,-1%,-9%,0%
O=C(CSc1n[nH]c(=O)[nH]c1=O)N/N=C/c1ccccc1,-1%,-1%,1%,-3%,1%,-13%,12,0%,-15%,-5%,0%
CCCC(=O)Nc1ccc(N2CCCCC2)cc1,?,-1%,?,?,9%,-3%,10,?,?,-7%,?
Cn1c(=O)c2c(ncn2CC(=O)N/N=C/C=C\c2ccccc2[N+](=O)[O-])n(C)c1=O,-6%,-1%,2%,-1%,.,29%,4,3%,0%,-7%,-1%
CCOC(=O)c1ccc2c(c1)nc(-c1ccc(F)cc1)c1nccn12,-1%,7%,7%,1%,12%,-5%,5,-5%,-38%,-12%,5%
N#Cc1c2c(c(-c3ccccc3)[nH]c1=O)CCCC2,1%,-5%,-3%,0%,-6%,4%,-10,0%,-34%,5%,?
Cc1onc(-c2ccccc2)c1C(=O)Nc1ccc2c(c1)OCCO2,4%,4%,-3%,0%,3%,-4%,0,2%,-16%,3%,-3%
O=C(/C=C/c1cccc([N+](=O)[O-])c1)c1ccco1,2%,0%,-5%,1%,-10%,-128%,?,?,8%,?,?
Cc1ccc(S(=O)(=O)NCc2ccccc2)cc1C(=O)N1CC(C)CC(C)C1 (stereo not drawn),-13%,.,8%,-2%,.,.,7,-3%,-29%,.,2%
CCn1c(SCC(=O)Nc2ccccc2OC)nc(O)cc1=O,10%,2%,-1%,-2%,.,24%,-13,0%,-21%,-9%,-1%
COc1ccc(CCNC(=O)c2nn(C)c3c2CS(=O)(=O)c2ccccc2-3)c(OC)c1,0%,1%[0.46 µM],-1%,-8%,4%,26%,-25,-16%,-12%,-12%,-2%
FC(F)Oc1ccc(/C=N/NC(=S)Nc2cc(C(F)(F)F)ccc2Cl)cc1,-6%,-1%,-3%,-2%,17%,1.3µM*,12,0%,-17%,5.6µM*,6%
O=C(O)CN(Cc1ccccc1)S(=O)(=O)c1ccc2c(c1)OCCO2,-4%,5%,-2%,-11%,-3%,-18%,-13,0%,11%,0%,4%
O=C(CCC(=O)c1cccs1)NNC(=O)c1ccccc1O,9%,.,0%,7%,.,.,13,-3%,-5%,.,-8%
COc1ccc(N2CCCC2)c(NC(=O)COc2ccccc2)c1,7%,4%,2%,-2%,-26%,9%,0,-5%,-40%,3%,-2%
CN(NC(=O)COc1ccccc1)C1=NS(=O)(=O)c2ccccc21,1%,-7%,-3%,1%,9%,-14%,3,0%,3%,10%,-3%
COc1ccc(C(CNS(=O)(=O)c2ccc(C)cc2)N2CCN(C)CC2)cc1 (stereo not drawn),0%,.,-10%,0%,.,.,-3,-3%,-12%,.,-1%
CCn1c(COc2cccc3cccnc23)nnc1SCC(=O)OC,1%,5%,1%,-6%,?,31%,-2,-1%,5%,-3%,4%
O=C(O)/C=C/c1cn(Cc2ccccc2)nc1-c1ccc(Cl)cc1,2%,-42%,-4%,-1%,15%,?,-4,0%,-16%,0%,?
O=C(CSc1nnc(-c2ccncc2)o1)NCc1ccccc1,-4%,-4%,0%,1%,5%,-1%,9,-8%,0%,6%,2%
Cc1cccc(-n2nc(C(=O)Nc3ccccc3)n3c(=O)cc(-c4ccccc4)nc23)c1,-2%,4%,1%,-2%,.,-21%,-14,-6%,-18%,-3%,2%
O=C(NC1CC2CCCC(C1)N2S(=O)(=O)c1ccccc1)c1ccccc1 (stereo not drawn),-4%,19%,-1%,-3%,2%,?,-22,-13%,-11%,13µM*,8%
Cc1ccc(C)c(Nc2cc(C)nc3ncnn23)c1,0.1µM*,-9%,.,?,3%,22%[1.91 µM],17,18%,-7%,4%,0%
Cc1cc(NC(=O)CSc2nccn2-c2ccc(Cl)cc2)no1,3%,-3%,9%,1%,10%,11%,14,-1%,-7%,-9%,2%
O=C(CCCN1C(=O)/C(=C/c2ccccc2Cl)SC1=S)NCCCN1CCOCC1,-11%,-19%,-1%,-13%,-5%,5µM*,9,-18%,-77%,13µM*,17µM*
# More entries follow:
SMILES,Rab9 promoter act,PKM2 act,p53 reactivator,NPC1 prom act,Menin-MLL TR inh,RORg inh,Giardia killer,ELG1 genotox,BRCA1 expr act,VP16 counter,FLuc modulator
N#Cc1c[nH]n2c(=O)c3c(nc12)CCCC3,4%,-2%,0%,-4%,-3%,-2%,.,0%,.,-7%,-7%
CC(=O)c1cccc(OCC(=O)N(C)CC(=O)Nc2ccc(F)cc2)c1,1%,-1%,2%,1%,.,8%,-19,3%,-18%,-4%,-2%
C/[N+]([O-])=C/c1c(OCc2ccc(Cl)cc2Cl)ccc2ccccc12,0%,0%,0%,16%,1%,5%,-10,5%,-51%,-8%,0%
Cc1ccccc1C(O)c1cccnc1 (stereo not drawn),-1%,-7%,-6%,-1%,-10%,2%,-8,-3%,17%,-5%,-1%
FC(F)(F)c1ccc(CN2C[C@@H]3C(c4ccc(C(F)(F)F)cc4)C4(c5cccnc5)CC3(C4)[C@H]2c2ccccc2)cc1 (stereo partly drawn),-6%,0%&2%,2%,-9%,7%,-19%&2%,?,-3%,-9%,-6%&-9%,1%
CCOC(=O)c1sc(NC(=O)CCSC)nc1C,12%,1%,17%,2%,-1%,38%,7,2%,1%,24%,?
CC(C)C[C@@]12C(=O)N(c3cccc(Br)c3)C(=O)N1[C@H](c1ccc(F)cc1)[C@@H]1C(=O)N(C3CCCCC3)C(=O)[C@@H]12,-2%,.,3%,-7%,.,.,-4,0%,0%,.,-2%
Cc1cccc(C)c1OCC(=O)Nn1c(COc2ccccc2)nc2ccccc2c1=O,-1%,5%,-4%,-2%,2%,32%,1,0%,-12%,0%,?
Cc1ccc(C(=O)O)cc1N1C(=O)CCCC1=O,1%,-1%,3%,-2%,8%,5%,-21,0%,21%,3%,-1%
COc1cc(S(=O)(=O)N2CCN=C2c2ccccc2)c(OC)cc1Cl,-5%,-2%,22%,-1%,.,?,-4,1%,1%,-4%,3%
CCCC(C)n1[nH]c(=O)cc1N (stereo not drawn),-3%,-21%,-3%,-1%,-9%,3%,-14,-2%,-3%,-10%,0%
CCOc1ccccc1N1CCN(Cc2c(C)n(C)n(-c3ccccc3)c2=O)CC1,-27%,-6%,-2%,-2%,-8%,-4%,-9,-5%,-1%,-4%,2%
CCOC(=O)C1(CCOC)CCN(Cc2ccc(COC)o2)CC1,11%,-21%,-2%,7%,2%,7%,12,0%,0%,-3%,1%
Cc1ccc(SCCNCc2ccco2)cc1,0%,-2%,.,1%,1%,-23%,20,7%,9%,1%,4%
Cc1cc2cc(CN(Cc3ccco3)C(=S)NCC3CCCO3)c(=O)[nH]c2cc1C (stereo not drawn),0%,29%,-8%,-5%,-10%,?,-9,-3%,-16%,?,0%
CC1CN(C(=O)CCC(=O)NCc2ccccc2)c2ccccc2O1 (stereo not drawn),3%,3%,.,1%,-13%,-24%,7,4%,-6%,-14%,1%
CCOC(=O)N1CCN(C(=O)CCCn2c(=O)[nH]c3ccccc3c2=O)CC1,-11%,-2%,-9%,-5%,-29%,1%,-3,-1%,5%,-4%,-1%
O=C(Nc1ccccc1)c1ccc(N2CCN(c3ccccc3)CC2)c(S(=O)(=O)N2CCOCC2)c1,-2%,0%,-4%,-4%,9%,-21%,-27,-7%,1%[1.84 µM],-6%,0%
Cc1ccc(NC(=S)NCCN2CCOCC2)cc1F,5%,0%,-7%,0%,7%,?,3,0%,28%,-4%,-2%
COc1cccc(SCc2noc(C(=O)NC(C)C)c2C(=O)O)c1,3%,-4%,-5%,-3%,-14%,?,10,-2%,12%,-24%,-11%
Cc1cc(N2CCCCCC2)nc(-c2ccccc2O)n1,-3%,-14%,17%,-1%,17%,14%,16,-1%,42%,-4%,?
CCN(C(=S)NCc1ccccc1)c1cccc2ccccc12,-1%,.,1%,-3%,9%,7.1µM*,-5,-1%,0%,?,1%
CCn1c(CC(=O)Nc2ccccc2)nnc1SCC(=O)Nc1ccccc1C(=O)OC,-5%,3%,-1%,-1%,?,-9%,2,-3%,-24%,22%,-2%
COc1cccc(CC(=O)OCC(=O)NC2(C#N)CCCCC2)c1,-5%,.,-6%,-1%,.,.,-10,1%,-4%,.,2%
O=C(c1n[nH]c2ccccc12)N1CCOCC1,0%,-1%,-7%,-4%,8%,28%,14,1%,30%,-3%,2%
